RmlCD inh 1536: M. tuberculosis RmlC/RmlD inhibition; P9WH09+P9WH11; AID 1533; RmlC+RmlD coupled enzyme assay, percent inhibition; primary screen in compound mixtures; 160,000 tested, 0.03% active; inhibition, % at 3.6 µM; in the data active = inhibition mostly above about 34%, no sharp cut-off; inconclusive = no clear call, values can overlap the other calls; inactive = mostly below about 22%; also: some results filed as inactive read as strong as hits
Target sequence (P9WH09 whole entry, looked up): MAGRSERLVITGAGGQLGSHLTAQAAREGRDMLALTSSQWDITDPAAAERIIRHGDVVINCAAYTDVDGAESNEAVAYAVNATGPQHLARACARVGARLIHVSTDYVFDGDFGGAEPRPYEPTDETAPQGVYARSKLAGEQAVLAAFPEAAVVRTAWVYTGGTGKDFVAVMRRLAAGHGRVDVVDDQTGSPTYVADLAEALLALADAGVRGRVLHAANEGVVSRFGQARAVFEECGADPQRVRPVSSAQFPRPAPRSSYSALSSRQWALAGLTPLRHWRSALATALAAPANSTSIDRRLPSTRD
Target sequence (P9WH11 whole entry, looked up): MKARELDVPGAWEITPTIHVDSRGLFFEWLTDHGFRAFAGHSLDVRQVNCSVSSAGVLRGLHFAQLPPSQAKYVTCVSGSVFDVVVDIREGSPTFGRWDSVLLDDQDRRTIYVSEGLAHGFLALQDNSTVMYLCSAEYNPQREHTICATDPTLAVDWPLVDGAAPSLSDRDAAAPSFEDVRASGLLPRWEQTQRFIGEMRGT
M. tuberculosis GlmU: inhibition of mycobacterial GlmU enzyme – biochemical, glucosamine-1-phosphate acetyltransferase (AID 1376). 220,000 tested, 0.25% active. inhibition, %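 (tested at 30 µM in the primary screen)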, or IC50 in µM where a hit was titrated. M. tuberculosis GlmU acetyltransferase enzyme assay; higher % means a stronger effect; in the data active = inhibition above about 13%; inconclusive = no clear call, values can overlap the other calls;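 also: 0% = complete reaction with vehicle and 100% = reaction without substrate; strong numbers were not always called active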
Active calls of the source: *; ? = inconclusive; . = not tested or not shown.

SMILES	RmlCD inh 1536	M. tuberculosis GlmU
CCOC(=O)C1C(c2ccc(OC)cc2)N(C)OC1(O)C(F)(F)F (stereo unspecified)	7	3.4%
CCC(C(=O)N1CCN(c2cccc(Cl)c2)CC1)c1ccccc1 (stereo unspecified)	1	-0.9%
Cc1nn(-c2ccccc2)c(Cl)c1/C=N/Nc1nncc(=O)[nH]1	.	0.4%
COc1cccc(Cn2cnc3c(NS(=O)(=O)c4ccc(Cl)cc4)c(C)c(C)cc32)c1	-5	5.9%
O=C(Nc1cccc2cccnc12)C1CCCC1	6	-7.6%
O=C(O)CCCC(=O)Nc1ccc(Cl)cc1	2	4.5%
CCCCC(c1nnnn1C1CCCC1)N1CCN(C2CCCCC2)CC1 (stereo unspecified)	2	-9.3%
COc1cc(C(=O)Sc2ccc(Cl)cc2)cc(OC)c1OC	2	4.9%
O=C(N/N=C/c1cccs1)c1ccc2nc[nH]c2c1	-4	0.3%
Cc1cccnc1NC(=O)CSc1nnc(Cc2ccccc2)o1	-7	-2.9%
COc1ccccc1/C=C/C(=O)OCC(=O)Nc1c(F)cccc1F	25	-1.3%
O=C(NCc1cccnc1)c1ccc(COc2ccc(Cl)cc2)cc1	-12	-6.0%
O=C1OC(NCc2cccnc2)(c2ccc(Cl)cc2)c2ccccc21 (stereo unspecified)	-13	-4.2%
N#Cc1c(-c2ccccc2)ccn(Cc2cccc(Cl)c2)c1=O	5	0.5%
CN(C)c1ccc(CNC2CC(C)(C)NC(C)(C)C2)cc1	13	1.0%
COc1ccc(Cn2c(-c3ccco3)nc3c(c(=O)c4ccccc4n3C)c2=O)cc1	21	-0.8%
COCC(C)NCc1ccccc1C (stereo unspecified)	.	1.4%
CCc1ccccc1OCC(=O)N(CC)CC(=O)NCc1ccc(F)cc1	-1	-0.8%
CC12CCC(C(=O)Nc3cccc(NC(=O)C45CCC(C)(C(=O)O4)C5(C)C)n3)(OC1=O)C2(C)C	.	-2.4%
c1ccc(-c2nnc(N3CCN(c4ccccc4)CC3)nc2-c2ccccc2)cc1	8	0.4%
Cc1cc(C)c[n+](-c2nc3ccccc3nc2[N-]S(=O)(=O)c2ccc(Br)s2)c1	-11	-2.5%
COc1ccc(OC)c(CNC(=O)C2CCCN(C(=O)N(C)C)C2)c1 (stereo unspecified)	-9	-0.6%
c1cncc(CNC2=NCCC2)c1	.	-2.6%
CCC(C)NC(=O)CSc1nnc(-c2ccc(Cl)cc2)n1N (stereo unspecified)	-4	0.5%
COc1ccccc1/C=C/C(=O)c1c2c(c(C)[nH]c1=O)CCCC2	-10	1.9%

Record cards, from the list above. Order of values: RmlCD inh 1536, M. tuberculosis GlmU
CCCCC(c1nnnn1C1CCCC1)N1CCN(C2CCCCC2)CC1 (stereo unspecified) across the screens: 2, -9.3%
c1ccc(-c2nnc(N3CCN(c4ccccc4)CC3)nc2-c2ccccc2)cc1 across the screens: 8, 0.4%

Other entries follow.
SMILES	RmlCD inh 1536	M. tuberculosis GlmU
COc1ccc(OC)c(N2C(=O)NC(=O)/C(=C/c3ccc([N+](=O)[O-])s3)C2=O)c1	1	8.7%
CCCOC(=O)c1c(-c2ccc(C)cc2C)csc1NC(=O)C1C2CCC(O2)C1C(=O)O (stereo unspecified)	-7	3.9%
Cc1ccc([C@@H]2C3COCC=C3C(C#N)=C(N)C2(C#N)C#N)o1 (stereo partly specified)	.	1.2%
CC1(C)CCc2c([nH]c3ccccc3c2=O)O1	-2	-1.3%
O=C(NCCc1ccccc1)Oc1ccc(Cl)cc1	8	6.9%
CCn1c(C)nc2c1C(=O)c1ccccc1C2=O	6	-0.7%
CC1NC2(C(=O)N(Cc3ccccc3)c3ccccc32)C2C(=O)N(c3ccccc3)C(=O)C12 (stereo unspecified)	18	-1.5%
CCN(CC)C(=O)CSc1nc2ccccc2c(=O)n1OC(C)C	.	3.4%
Cc1c(C(=O)Nc2ccc3c(c2)OCCO3)sc2nc(-c3ccccc3)cn12	.	7.9%
CCOC(=O)c1c(CN2CCN(CCO)CC2)n(C)c2cc(Br)c(OC)cc12	-8	-0.9%
CCOc1ccc(NC(=S)NC2CC3CCC(C2)N3Cc2ccco2)cc1 (stereo unspecified)	25	-3.8%
CCc1c(C)nc(N)c(C#N)c1-c1ccccc1	7	3.0%
O=c1c2ccccc2oc2nc3ccn(Cc4ccncc4)c(=O)c3cc12	22	4.8%
Cc1ccccc1OCC(=O)N/N=C/c1cn(C)c2ccccc12	14	3.2%
COC(=O)c1ccc(/C=N/OCC(=O)NCc2ccc(F)cc2)cc1	0	-2.6%
Cc1c(NC(=O)c2ccco2)cccc1C(=O)NN1C(=O)c2ccccc2C1=O	-4	1.6%
Cn1c(=O)c(C(=O)CSc2nncs2)c(N)n(Cc2ccccc2)c1=O	.	7.3%
Cc1ccccc1OCC(=O)OC1CCN(C)CC1	-5	0.0%
CCOc1ccc(Cl)cc1CSc1ncn[nH]1	8	3.7%
COc1ccnc(CSC(N)=Nc2cccc(C(F)(F)F)c2)c1	31	6.6%
COc1ccccc1N1C(=O)CCC1(C#N)c1ccccc1 (stereo unspecified)	.	-8.2%
COc1ccc(/C=C/C(=O)Nc2nnc(C(C)C)s2)cc1OC	-10	4.1%
CC1CCCN(CC(O)CN)C1 (stereo unspecified)	.	-4.2%
CC1(C)Cc2c(sc(NC(=O)c3ccco3)c2C(=O)O)CO1	12	0.1%
O=C(O)C1CC=CCC1C(=O)NC12CC3CC(CC(C3)C1)C2 (stereo unspecified)	.	-1.6%

An excerpt of these results, with values under each structure:
Below each SMILES: RmlCD inh 1536, M. tuberculosis GlmU
> COc1ccc(OC)c(N2C(=O)NC(=O)/C(=C/c3ccc([N+](=O)[O-])s3)C2=O)c1
  1, 8.7%
> CCCOC(=O)c1c(-c2ccc(C)cc2C)csc1NC(=O)C1C2CCC(O2)C1C(=O)O (stereo unspecified)
  -7, 3.9%
> Cc1ccc([C@@H]2C3COCC=C3C(C#N)=C(N)C2(C#N)C#N)o1 (stereo partly specified)
  ., 1.2%

Further entries follow:
SMILES	RmlCD inh 1536	M. tuberculosis GlmU
CN1C(=O)c2cccc(N(C)C)c2C1=O	.	0.0%
COc1cc(S(=O)(=O)Nc2c(C)cc(C)cc2C)ccc1Cl	4	-1.0%
CCCn1c(C)cc(/C=C(\C#N)C(=O)O)c1C	8	3.8%
CC(=O)Oc1cc2cccc(OC(C)=O)c(=O)c2c(OC(C)=O)c1OC(C)=O	7	50%
Cn1c(OCc2cccnc2)nc2c1c(=O)n(Cc1ccc(Br)cc1)c(=O)n2C	.	-0.6%
N/C(=N\OC(=O)CCC1CCCC1)c1ccc([N+](=O)[O-])cc1	-5	0.9%
CC(=O)N1CCC2(CC1)CC(=O)c1cc(Cl)ccc1O2	.	-0.8%
CN(CCC#N)C(=O)COC(=O)c1ccc(CNS(=O)(=O)c2ccc(F)c(Cl)c2)cc1	30	-3.9%
FC(F)Sc1nc2ccccc2[nH]1	-7	6.8%
COc1ccc(C2CCCN2C(=S)Nc2ccccc2C)cc1OC (stereo unspecified)	5	1.0%
CCCn1c(=O)c(/C(N)=N/O)nn(-c2cccc(C(F)(F)F)c2)c1=O	10	3.4%
Cc1ccccc1C(=O)NN(C)c1nc2ccccc2nc1C(F)(F)F	11	-10%
Cc1ccccc1OCc1nc2ccc(S(=O)(=O)N3CCOCC3)cc2[nH]1	5	3.4%
CCCCNC(=S)Nc1ccccc1F	.	-3.5%
O=C(NCc1ccco1)Nc1ccc(Br)cc1Cl	4	2.5%
CC(c1cccs1)N(C(=O)Nc1ccccc1)C1CCCCC1 (stereo unspecified)	.	3.7%
O=S1(=O)C=CC(Nc2cccc(Cl)c2)C1 (stereo unspecified)	9	-1.4%
Cc1cc(Cl)c2ccc(Cl)cc2n1	.	6.9%
Cn1nc(C(C)(C)C)c([N+](=O)[O-])c1C(=O)Nc1cccc2ccccc12	6	5.1%
Cc1cc(C)n(-c2cccc3cccnc23)n1	.	6.2%
CC(=O)c1c(C)nc(-c2ccc(Cl)cc2)nc1N=CN(C)C	.	-1.9%
Cc1ccc(OCCOCCn2cnc3ccccc3c2=O)c([N+](=O)[O-])c1	-5	-1.4%
Cc1cccc(N2C(=O)N(c3ccccc3C)C3CS(=O)(=O)CC32)c1 (stereo unspecified)	7	5.0%
Cc1ccccc1NC(=O)CC1SC(=O)N(c2ccccc2)C1=O (stereo unspecified)	-5	-7.7%
Cc1nn(Cc2c(F)c(F)c(F)c(F)c2F)c(C)c1NC(=O)c1c([N+](=O)[O-])cnn1C	.	10%

A draw from above in order of molecular weight, falling:
SMILES	RmlCD inh 1536	M. tuberculosis GlmU
CN(CCC#N)C(=O)COC(=O)c1ccc(CNS(=O)(=O)c2ccc(F)c(Cl)c2)cc1	30	-3.9%
Cc1ccccc1OCc1nc2ccc(S(=O)(=O)N3CCOCC3)cc2[nH]1	5	3.4%
Cc1ccc(OCCOCCn2cnc3ccccc3c2=O)c([N+](=O)[O-])c1	-5	-1.4%
Cc1ccccc1C(=O)NN(C)c1nc2ccccc2nc1C(F)(F)F	11	-10%
CC(=O)c1c(C)nc(-c2ccc(Cl)cc2)nc1N=CN(C)C	.	-1.9%
Cc1cc(C)n(-c2cccc3cccnc23)n1	.	6.2%

Look-ups from the entries so far:
Cc1cc(Cl)c2ccc(Cl)cc2n1 in M. tuberculosis GlmU is entered as 6.9%
COc1cc(S(=O)(=O)Nc2c(C)cc(C)cc2C)ccc1Cl in M. tuberculosis GlmU is entered as -1.0%

Next part.
SMILES	RmlCD inh 1536	M. tuberculosis GlmU
CCOC(=O)c1nnn(-c2nonc2N)c1CS(=O)(=O)c1ccccc1	12	0.5%
O=C(C1=C[C@H](c2ccc(Br)cc2)C[C@H](OCCCCO)O1)N1CCN(Cc2ccc3c(c2)OCO3)CC1	.	-2.1%
CCCN1C(=O)N(C)C(N(O)C(=O)NC)C1(C)C (stereo unspecified)	11	-1.9%
Cc1cccc(NC(=O)CN2C(=O)N/C(=C\c3ccc(N4CCOCC4)cc3)C2=O)c1	16	-2.1%
CC(C)CNC1CCS(=O)(=O)C1 (stereo unspecified)	.	-0.7%
OCc1nnn(-c2cccc(C(F)(F)F)c2)c1CO	-4	1.3%
O=C(CSc1nc2ccc(Nc3nc(N4CCCC4)nc(N4CCCC4)n3)cc2s1)NCc1ccco1	?	1.3%
Cc1ccc(C2CC(=O)C=C(Nc3ccc(Cl)cc3)C2)cc1 (stereo unspecified)	-2	1.4%
Clc1ccc(-[n+]2c(-c3cccc(Br)c3)[nH]c3nc4ccccc4nc32)cc1	2	2.4%
O=c1c2ccccc2nc(/C=C/c2ccc([N+](=O)[O-])o2)n1-c1ccc(O)cc1	-16	-2.3%
COCC(C)N1CC(O)=C(c2nc(-c3ccc(Cl)cc3)cs2)C1=N (stereo unspecified)	-1	-0.9%
Cc1cc(C)c(C)c(S(=O)(=O)N2CCN(Cc3nc4ccccc4[nH]3)CC2)c1C	10	4.8%
O=C(CSc1ccc2ccccc2c1)NCc1cccs1	-4	0.4%
Cc1sc(NC(=O)CSc2nnc(CCNC(=O)c3cccs3)n2C)nc1-c1ccccc1	.	4.3%
CCOC(=O)C1(CCOC)CCN(Cc2ccccc2-c2ccco2)CC1	.	1.8%
Cn1c(=O)n(C)c2cc([N+](=O)[O-])c(N3CCN(S(=O)(=O)c4ccc5ccccc5c4)CC3)cc21	14	-4.1%
CC(C)CC(NC(N)=O)C(=O)Nc1ccc(Oc2ccccc2)cc1 (stereo unspecified)	6	3.1%
Cc1cc(C2=NNC(=NC3CCCCC3)SC2)c(C)n1-c1c(C)n(C)n(-c2ccccc2)c1=O	-11	-0.8%
C=CCNC(=O)c1onc(CSc2cccc3ccccc23)c1C(=O)O	.	4.8%
Cn1c(=O)[nH]c(=O)c2c1nc(CN1CCOCC1)n2CCc1ccccc1	-9	7.8%
Cc1ccc(NC(=O)CSc2nnc3ccccn23)cc1S(=O)(=O)N1CCOCC1	-12	2.5%
CN(C)c1ccc(/C=N\S(=O)(=O)c2ccccc2)cc1	9	-3.9%
CN(C)C(=O)Oc1c(Cl)cc(Cl)c2ccccc12	.	-4.0%
COc1ccc([N+](=O)[O-])cc1/C=N/Nc1nc(N2CCCCC2)nc(N2CCCCC2)n1	6	4.7%

The list is partial; the hit share may differ from the screen's.
